PhoP GFP inhibition = PhoP regulon inhibitors, Salmonella typhi PhoP promoter GFP reporter, confirmatory (AID 1850); Salmonella Typhi PhoP-promoter GFP reporter, fluorescence, 4 h; higher % means a stronger effect; inhibition, % at 50 µM, or IC50 in µM where a hit was titrated; actives 0.33% (n = 310,000); in the data active = a potency from the dose series; inconclusive = inhibition mostly from about 25% at the one dose, without a potency; inactive = the rest, 99 in 100 with inhibition below about 19%;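 also: 0% = induced wells with vehicle and 100% = uninduced wells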
H1N1 NS1A inhibition = H1N1 influenza NS1A inhibitors, functional cell based assay (AID 504329) | one-dose inhibition, % at 12.5 µM; IC50 in µM for titrated hits | NS1A functional cell-based assay, percent inhibition; higher % means a stronger effect | actives 0.3% (n = 340,000); in the data active = a potency from the dose series; inconclusive = inhibition above about 27% without an active follow-up result; also: strong numbers were not always called active
tuberculosis growth = growth inhibition of non-replicating M. tuberculosis (AID 488890) | Mycobacterium tuberculosis non-replicating, growth inhibition; higher % means a stronger effect | one-dose inhibition, % at 25 µM; IC50 in µM for titrated hits | actives 0.39% (n = 320,000); in the data active = a potency from the dose series; inconclusive = inhibition mostly from about 82% at the one dose, without a potency; inactive = the rest, 99 in 100 with inhibition below about 76%;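 also: plate controls were DMSO cells for no effect and high antibiotic wells for full effect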
VEEV TC-83 Vero = inhibitors of VEEV TC-83 cytopathic effect, confirmation, Vero cells (AID 588727); Vero cells, VEEV TC-83 cytopathic effect inhibition; higher % means a stronger effect; inhibition, % at 20 µM; hits with a dose series show IC50 in µM; actives 0.13% (n = 350,000); in the data active = a potency from the dose series; inconclusive = inhibition mostly from about 14% at the one dose, without a potency; inactive = the rest, 99 in 100 with inhibition below about 12%; also: strong numbers were not always called active
M. tuberculosis HTS = M. tuberculosis growth inhibition, HTS (AID 449762). actives 0.59% (n = 330,000). M. tuberculosis H37Rv growth inhibition, 7H9 media; higher % means a stronger effect. inhibition, % at 25 µM; hits with a dose series show IC50 in µM; in the data active = a potency from the dose series; inconclusive = inhibition above about 70% without an active follow-up result;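 also: bacterial growth assessed after seven days of incubation; strong numbers were not always called active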
VEEV TC-83 Vero 10K pilot screen = also measured in VEEV TC-83 Vero; calls as there; inhibition, %; measured here: 10K pilot screen inhibition
* hit, by the source's call; i = inactive; ? = inconclusive; / = not tested or not shown; & = joins results of further samples.

SMILES | PhoP GFP inhibition | H1N1 NS1A inhibition | tuberculosis growth | VEEV TC-83 Vero | M. tuberculosis HTS | others
CC1(C)CC(=O)C(N=Nc2ccc(Br)cc2)=C(O)C1 | 6% | / | -18% | 1.6% | -19%
NC(=O)c1oc2ccccc2c1NC(=O)C1COc2ccccc2O1 (configuration not stated) | -14% | -2% | -1% | 1.8% | 5%
O=c1ccn([C@@H]2O[C@H](CNCc3ccc(-n4cccn4)cc3)[C@@H](O)[C@H]2O)c(=O)[nH]1 | / | 17% | / | i | /
O=[N+]([O-])c1nn(-c2ccc3c(c2)OCCO3)n(O)c1=NCc1ccc(F)cc1Cl | 6% | 12% | 0% | 0.7% | 5%
CC(=O)NC(CC(=O)NC12CC3CC(CC(C3)C1)C2)c1ccccc1 (configuration not stated) | -8% | -10% | 5% | 0.4% | 5%
CN(C)/C=N/c1sc2c(c1C#N)CCCC2 | -6% | 4% | -6% | i | 5%
CN(C)c1ccc(C(=O)OCC(=O)Nc2cccc(S(=O)(=O)N3CCCC3)c2)cc1 | / | -1% | -4% | 11% | -11%
O=S(=O)(CCc1nc2ccccc2[nH]1)c1ccc(Cl)cc1 | -4% | 5% | 31% | i | 1%
O=C(Cc1ccc(Cl)cc1)Nc1ccc(Br)cc1 | -9% | 3% | 30% | 1.6% | -3%
Cc1csc(=O)n1CC(=O)OCC(=O)Nc1cc(S(=O)(=O)N2CCOCC2)ccc1Cl | -3% | -6% | -13% | 1.7% | 4%
CCN(CC)S(=O)(=O)c1cccc(N=Nc2c(O)n(CC)c(=S)n(CC)c2=O)c1 | 8% | -1% | 7% | 3.3% | 3%
CSc1ccc(C2NN=C(c3ccccc3)S2)cc1 (configuration not stated) | 1% | / | 58% | 3.2% | -7%
CCc1ccc(-c2nc(CS(=O)CC(=O)NCc3cccnc3)c(C)o2)cc1 (configuration not stated) | 8% | 4% | 12% | 0.3% | -2%
O=C(Nc1ccc(S(=O)(=O)N2CCCCC2)cc1)C1CC(=O)N(Cc2ccccc2)C1 (configuration not stated) | 3% | -2% | 16% | 0.9% | -3%
CN1CCN(C(=O)CNc2ccc(C(F)(F)F)cc2[N+](=O)[O-])CC1 | 21% | -3% | 12% | 0.0% | -8%
CCOc1cc(C2c3c(n[nH]c3C)C(=O)N2c2ccc(C)cc2)ccc1O (configuration not stated) | -9% | -38% | 5% | i | -22%
Cn1c(N=Nc2ccccc2)nc2ccccc21 | -4% | 4% | ? | 1.3% | ?
O=C(CCNC(=O)c1ccccc1Cl)NNC(=O)c1ccccc1O | 1% | -15% | -14% | 0.8% | 11%
COC(=O)c1ccc(Oc2c(F)c(F)nc(N3CCOCC3)c2F)cc1 | -8% | 4% | 37% | 0.4% | 2%
Cc1ccc2[nH]c(=O)c(C(c3nnnn3CC3CCCO3)N3CCOCC3)cc2c1 (configuration not stated) | -1% | 4% | 1% | 4.4% | -3%
CCOc1ccc2oc(C(=O)N(C)CCc3ccc(OC)c(OC)c3)c(C)c2c1 | / | -2% | 26% | 6.7% | -4%
COc1ccc(-c2nnc3ccc(SC(C(C)=O)C(C)=O)nn23)cc1OC | 1% | -9% | -15% | 0.9% | -7%
CC(C)NC(=O)c1ccc(COCC(F)(F)C(F)F)cc1 | 4% | 5% | 12% | i | -2%
CCN(CC)CCNC(=O)C1CCCCN1S(=O)(=O)c1cccc([N+](=O)[O-])c1 (configuration not stated) | -6% | -2% | 0% | 0.3% | -6%
CN(C)/C=N/S(=O)(=O)c1ccc(Cl)c(Cl)c1 | 2% | 1% | -10% | 2.0% | -1%
(listing goes on)
SMILES | PhoP GFP inhibition | H1N1 NS1A inhibition | tuberculosis growth | VEEV TC-83 Vero | M. tuberculosis HTS | others
O=C(O)c1ccc(S(=O)(=O)NC2CCCc3ccccc32)cc1 (configuration not stated) | 0% | -21% | 5% | 1.1% | -6%
N#Cc1ccc(N=c2ssnc2Cl)cc1 | -8% | -6%&10% | i | 0.1%&2.6% | 2%&4%
COc1ccccc1CNC(=O)Cn1nnnc1CN(C)C(C)C | -6% | 2% | -8% | 0.4% | 3%
CC(CNC(=O)CN(C)CC(=O)Nc1ccccc1Br)c1ccccc1 (configuration not stated) | / | -11% | / | 2.8% | /
O=C(Nc1ncccn1)c1ccc([N+](=O)[O-])cc1 | 1% | -7% | 34% | i | 2%
Cc1cccc2c1NC(=O)C2=Nc1ccc(Cl)cc1 | -7% | 2% | 19% | 0.6% | 5%
CCc1ccc(-c2cc(C(=O)NN3CCN(C)CC3)c3ccccc3n2)cc1 | -4% | -4% | 2% | 0.7% | 15%
Cc1ccc(OCCCC(=O)NNC(=O)c2ccccn2)cc1 | / | 0% | ? | ? | ?
O=C(NCc1n[nH]c(=S)n1-c1ccc(Br)cc1)c1ccc(S(=O)(=O)N2CCOCC2)cc1 | 7% | 5% | -17% | i | 0%
CC(C)N1CCN(S(=O)(=O)c2ccccc2)c2ccccc21 | / | 0% | / | 3.5% | /
COc1ccc(CCN(Cc2cc3cc(C)c(C)cc3nc2Cl)C(=O)C2CC2)cc1 | -13% | 2% | 6% | i | 3%
CCc1ccc2c(COC(=O)C3CSC4(C)CCC(=O)N34)cc(=O)oc2c1 (configuration not stated) | / | -6% | 11% | 0.5% | -5%
CN1CCc2cc(O)cc3c2[C@H]1Cc1ccc(O)c(O)c1-3 | 15% | 8% | 33% | 5.5% | 34%
O=C(O)CC(c1cccc2ccccc12)n1cccc1 (configuration not stated) | 5% | -11% | -1% | 2.0% | 3%
COc1ccc(S(=O)(=O)N2C3CCC2CC(NC(=O)NC2CCCCC2)C3)cc1 (configuration not stated) | -2% | -6% | 26% | 0.7% | -5%
Cc1c(NC(=O)C(C)Oc2ccc(Br)cc2)c(=O)n(-c2ccccc2)n1C (configuration not stated) | / | 0% | -5% | 0.1% | 2%
COC(Cn1cc(C)c(=O)[nH]c1=O)OC | 3% | -7% | -4% | 0.8% | -9%
Cc1ccc2c(c1)[nH]c1c(=O)n(CCN3CCNCC3)cnc12 | / | 2% | / | 6.3% | /
O=C(C1CCCN(Cc2ccccc2Br)C1)N1CCCCC1 (configuration not stated) | -5% | 3% | 58% | 1.2% | -3%
O=C(Nc1cccc(NC(=O)c2cncc(Br)c2)c1)c1cncc(Br)c1 | 1% | -6% | -2% | 4.1% | -9%
O=C1c2ccccc2NC(c2ccco2)N1O (configuration not stated) | 4% | -1% | 2% | 0.5% | 5% | VEEV TC-83 Vero 10K pilot screen=0.6
CC(=O)N1CCN(S(=O)(=O)c2cccc(C(=O)OCC(=O)Nc3c(Cl)cccc3C(F)(F)F)c2)CC1 | / | 2% | / | i | /
CCOC(=O)C1=C(C)N(C)C(C)=C(C(=O)OCC)C1c1ccc(C(=O)OC)cc1 | 4% | 0% | 2% | 1.6% | 2%
Cc1ccc(OCCN2C(=O)C(=O)c3cc(C)ccc32)cc1 | 15% | 13% | 32% | 2.2% | 5%
CC1(C)Cc2c(sc(NC(=O)C(=O)NCCCN3CCOCC3)c2C(N)=O)CO1 | 16% | 7% | -22% | 1.6% | 1%
Continuation.
SMILES | PhoP GFP inhibition | H1N1 NS1A inhibition | tuberculosis growth | VEEV TC-83 Vero | M. tuberculosis HTS | others
Cc1cccc(NC(=O)COC(=O)c2ccc([N+](=O)[O-])o2)c1C | -24% | -3% | / | 0.3% | 4%
CCOC(=O)CCNC(=O)N1CCCC(N(C)CCc2ccc(OC)c(OC)c2)C1 (configuration not stated) | 16% | -2% | -8% | 0.1% | -3%
O=C(c1cc2c(=O)n3ccccc3nc2s1)N1CCc2ccccc2C1 | 9% | / | 9% | / | -6%
Cc1cccc2c(=O)n3c(nc12)CCCCC3 | 0% | 5% | -9% | 2.2% | 2%
Cc1nc(CCNS(=O)(=O)c2cccs2)cs1 | -7% | 7% | 4% | 0.9% | 1%
CCOC(CNC(=O)Cc1c(C)nc2c(-c3ccccc3)c(C)nn2c1C)OCC | -9% | -2% | -6% | i | 0%
Cc1nn(Cc2c(F)c(F)c(F)c(F)c2F)c(C)c1NC(=O)c1nn(C)c(C)c1Br | -10% | 2% | -11% | 8.8% | -13%
CC(=O)c1cccc(N(CC(=O)Nc2ccccc2C(=O)N2CCCC2)S(C)(=O)=O)c1 | -10% | -7% | 1% | 1.4% | -12%
CC(NC(=O)c1ccc(CS(C)(=O)=O)cc1)c1ccc(-n2ccnc2)cc1 (configuration not stated) | -11% | -4% | -6% | 2.6% | -4%
OC(c1ccccc1)(c1ccccc1)C1CCN(C(=S)NC2CCCC2)CC1 | 6% | 7% | 31% | i | 2%
Cc1ccc(C23CC4CC(CC(C(N)=O)(C4)C2)C3)cc1 | -7% | 0% | 37% | i | 9%
CCCCS(=O)(=O)Nc1ccc(N2CCOCC2)c(S(=O)(=O)N2CCOCC2)c1 | -6% | 10% | -6% | 1.4% | -3%
NCCn1c(-c2ccccc2)cc(C(=O)O)c1-c1ccccc1F | -13% | -4% | -3% | 0.2% | 4%
O=C(NC12CC3CC(CC(C3)C1)C2)c1ccc(COc2ccc(Cl)cc2[N+](=O)[O-])o1 | -6% | -21% | 17% | 2.2% | -5%
O=C(COC(=O)c1ccc(Br)o1)Nc1cccc(S(=O)(=O)N2CCCCCC2)c1 | 9% | 11% | 51% | 1.2% | -6%
Cn1c(SCC(=O)N2CCN(c3cccc(Cl)c3)CC2)nnc1-c1ccncc1 | -2% | 2% | 9% | 2.5% | -2%
CCOC(=O)c1c(C)oc2cc(Br)c(OC(C)C(=O)OCC)cc12 (configuration not stated) | 13% | -6% | ? | i | ?
Cc1[nH]nc2c1C(C1CC=CCC1)C(C#N)=C(N)O2 (configuration not stated) | 36% | -9% | 1% | 2.2% | -7%
COc1ccc(C(C)=O)c(Oc2nc(CN3CCOCC3)nc3scc(-c4cccs4)c23)c1 | -13% | 11% | 47% | 5.8% | 6% | VEEV TC-83 Vero 10K pilot screen=7.1
COC(=O)CSc1nc(-c2ccccc2)nc2ccccc12 | -7% | 5% | -12% | 0.2% | 11%
CC(C)OC(=O)CSc1nc2ncccc2[nH]1 | 3% | 9% | -4% | 7.7% | -10%
Cc1ccc(C(O)CSc2nnc(-c3ccc4ccccc4c3)n2C)cc1 (configuration not stated) | -1% | -5% | 30% | 2.2% | 1%
COc1cc(CNCc2ccc(OC)c(OC)c2OC)cc(OC)c1 | 5% | 11% | 19% | 2.8% | 8%
Cc1ccc(Nc2nnc(SCC(=O)Nc3ccccc3[N+](=O)[O-])s2)cc1 | -21% | 1% | 33% | 1.2% | -4%
CCCc1cc(C(=O)Nc2ccccc2C(=O)OC)no1 | -8% | -4% | 71% | 0.2% | -3%
New compounds follow.
SMILES | PhoP GFP inhibition | H1N1 NS1A inhibition | tuberculosis growth | VEEV TC-83 Vero | M. tuberculosis HTS | others
Cc1ccc(C2C(C#N)=C(N)SC(N)=C2C#N)o1 | -10% | / | -2% | / | 1%
Cc1ccc(-n2nc3c(c2NC(=O)c2ccc4c(c2)OCO4)CS(=O)(=O)C3)cc1 | 3% | 2% | 2% | 5.3% | -8%
O=C(NNC(=S)NC(=O)c1cccs1)c1cccnc1 | 1% | -5% | -8% | 0.9% | 12%
Cc1ccc(NC(=O)C2Cc3ccccc3CN2C(=O)c2ccccc2)cc1Cl (configuration not stated) | -8% | -12% | 14% | 7.5% | 11%
COCCn1c(SCC(=O)Nc2cccnc2Cl)nc2ccccc21 | / | -5% | -2% | 7.6% | 3%
CCN(CC)c1ccc(-n2c(C)cc(C=O)c2C)cc1 | -6% | 9% | 18% | 2.9% | -3%
CC(=O)O/N=C(\N)c1ccc(-c2csnn2)cc1 | 0% | -5% | -14% | 1.1% | -7%

An excerpt from above in order of molar mass, rising:
SMILES | PhoP GFP inhibition | H1N1 NS1A inhibition | tuberculosis growth | VEEV TC-83 Vero | M. tuberculosis HTS | others
Cc1ccc(C2C(C#N)=C(N)SC(N)=C2C#N)o1 | -10% | / | -2% | / | 1%
CC(=O)O/N=C(\N)c1ccc(-c2csnn2)cc1 | 0% | -5% | -14% | 1.1% | -7%
O=C(NNC(=S)NC(=O)c1cccs1)c1cccnc1 | 1% | -5% | -8% | 0.9% | 12%
COc1cc(CNCc2ccc(OC)c(OC)c2OC)cc(OC)c1 | 5% | 11% | 19% | 2.8% | 8%
COCCn1c(SCC(=O)Nc2cccnc2Cl)nc2ccccc21 | / | -5% | -2% | 7.6% | 3%
Cc1ccc(Nc2nnc(SCC(=O)Nc3ccccc3[N+](=O)[O-])s2)cc1 | -21% | 1% | 33% | 1.2% | -4%
Cc1ccc(-n2nc3c(c2NC(=O)c2ccc4c(c2)OCO4)CS(=O)(=O)C3)cc1 | 3% | 2% | 2% | 5.3% | -8%
